Screening results (PubChem BioAssay)
tim10-1 inh: growth inhibitors of tim10-1 mutant yeast, primary screen, luminescence, uHTS; S. cerevisiae tim10-1 ts strain growth, BacTiter-Glo, 24 h; inhibition, % at 20 µM; hit rate 2.2% among 330,000; AID 463190, 2010;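 active = inhibition of at least 40%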;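 also: mutant grown at 25 °C; 0% = DMSO wells with yeast and 100% = wells holding no yeast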
697 NFkB inh: inhibitors of PMA/ionomycin-induced NF-kB reporter, 697 cells, primary screen, B-cell NF-kB inhibitor project, cell-based, luminescence, uHTS | AID 435022, 2010 | hit rate 0.33% among 330,000 | inhibition, % at 4 µM | 697 B-cell NF-kB luciferase reporter, 16 h; in the data active = inhibition above about 35%
tim23-1 inh: growth inhibitors of tim23-1 mutant yeast, primary screen, luminescence, uHTS; inhibition, % at 20 µM; AID 463212, 2010; hit rate 1.3% among 330,000; S. cerevisiae tim23-1 growth, BacTiter-Glo luminescence, 24 h;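 active = growth inhibition of the mutant yeast at or above 50%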;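 also: temperature-sensitive mutant grown at 25 °C; plate controls were DMSO-treated mutant yeast for no effect and medium wells lacking yeast for full effect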
Mdm2 MdmX PPI: inhibitors of human Mdm2-MdmX association, primary screen, cell-based, luminescence, split luciferase, SaOS-2, uHTS; hit rate 3% among 330,000; SaOS-2 split-luciferase Mdm2/MdmX complementation; AID 485346, 2010; inhibition, % at 8 µM;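 active = inhibition of at least 50% at 8 µM in the primary screen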
Target sequence (O15151 whole entry, looked up): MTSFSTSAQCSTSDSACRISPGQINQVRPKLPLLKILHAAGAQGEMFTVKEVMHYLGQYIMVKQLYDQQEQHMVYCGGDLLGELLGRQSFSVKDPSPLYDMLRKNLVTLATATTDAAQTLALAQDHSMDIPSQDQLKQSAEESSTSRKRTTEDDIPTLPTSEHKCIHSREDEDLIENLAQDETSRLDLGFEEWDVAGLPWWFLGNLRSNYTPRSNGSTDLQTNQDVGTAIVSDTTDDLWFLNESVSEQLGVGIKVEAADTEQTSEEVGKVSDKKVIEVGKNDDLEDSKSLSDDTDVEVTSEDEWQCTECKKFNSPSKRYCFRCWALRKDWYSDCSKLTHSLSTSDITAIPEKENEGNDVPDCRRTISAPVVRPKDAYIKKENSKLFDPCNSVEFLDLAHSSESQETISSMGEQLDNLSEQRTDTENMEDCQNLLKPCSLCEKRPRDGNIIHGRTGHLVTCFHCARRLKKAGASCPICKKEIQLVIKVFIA
Target sequence (Q00987 whole entry, looked up): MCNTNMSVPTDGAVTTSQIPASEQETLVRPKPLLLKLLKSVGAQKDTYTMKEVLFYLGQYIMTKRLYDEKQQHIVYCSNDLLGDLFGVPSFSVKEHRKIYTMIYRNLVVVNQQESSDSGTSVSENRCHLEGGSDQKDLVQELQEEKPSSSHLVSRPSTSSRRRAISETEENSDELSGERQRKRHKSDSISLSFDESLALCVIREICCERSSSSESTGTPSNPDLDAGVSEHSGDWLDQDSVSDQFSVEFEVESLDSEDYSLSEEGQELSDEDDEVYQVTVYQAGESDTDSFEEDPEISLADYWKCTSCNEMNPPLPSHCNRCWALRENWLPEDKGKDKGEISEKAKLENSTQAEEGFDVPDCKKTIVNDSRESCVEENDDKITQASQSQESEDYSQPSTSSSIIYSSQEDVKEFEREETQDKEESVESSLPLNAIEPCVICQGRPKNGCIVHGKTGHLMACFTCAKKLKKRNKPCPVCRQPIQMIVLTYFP
Jurkat NFkB inh: inhibitors of induced NF-kB luciferase reporter, primary screen, TCR NF-kB activation inhibitor project, cell-based, luminescence, uHTS; hit rate 0.53% among 330,000; inhibition, % at 4 µM; Jurkat, PMA/ionomycin-induced NF-kB luciferase reporter; AID 435003, 2010; in the data active = inhibition above about 50%
UPR CHOP act: activators of apoptotic CHOP UPR arm, primary screen, cell-based, CHO-CHOP luciferase reporter, luminescence, uHTS; UPR activation; percent of tunicamycin response over DMSO baseline; activation, % at 10 µM; hit rate 0.34% among 330,000; AID 449763, 2010;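 active = at 10 µM dose, activation of 40% or more, normalized to positive control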;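 also: 100% = tunicamycin at 10 µg/mL and 0% = DMSO alone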
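Assay system: CHO cells with stable CHOP pathway luciferase reporter; Buffer or medium: F12 plus 10% serum; Times: 16-18 h cell attachment, then 6 h compound exposure, 37 °C; Signal: luciferase luminescence; Read-out basis: percent activation relative to tunicamycin control; Control set: tunicamycin high control, DMSO low control.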
TIM10 inh: growth inhibitors of isogenic TIM10 control yeast, primary screen, counter-screen for tim10-1 yeast inhibitor project, luminescence, uHTS | S. cerevisiae TIM10 strain growth, BacTiter-Glo luminescence, 24 h | inhibition, % at 10 µM | hit rate 1.4% among 330,000 | AID 463195, 2010;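 active = inhibition of 40% or more at the single tested concentration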;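 also: wild-type TIM10 isogenic control strain grown at permissive 25 °C; 0% = DMSO yeast wells and 100% = minimal medium wells without yeast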
XBP1 UPR activ: activators of adaptive XBP1 UPR arm, primary screen, cell-based, CHO-XBP1 luciferase reporter, luminescence, uHTS. AID 463104, 2010. hit rate 0.33% among 330,000. IRE1-XBP1 UPR activation; percent of tunicamycin response, DMSO as zero. activation, % at 20 µM;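 active = versus positive control, 20 µM dose yields 30% or more activation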;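 also: 100% = tunicamycin at 10 µg/mL and 0% = DMSO only wells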
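Material – CHO cell line with stable XBP1 luciferase reporter · Buffer or medium – F12 plus 10% FBS · Compound – single point, 20 µM final compound, 1% DMSO · Schedule – 16-18 h cell attachment at 37 °C, then 6 h compound exposure · Signal – Steady-Glo luminescence read · Benchmarks – high control tunicamycin 10 µg/mL final, low control DMSO vehicle only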
Numbers without * were called inactive.

SMILES	tim10-1 inh	697 NFkB inh	tim23-1 inh	Mdm2 MdmX PPI	Jurkat NFkB inh	UPR CHOP act	TIM10 inh	XBP1 UPR activ
CS(=O)(=O)c1ccc2nc(NC(NC(=O)c3ccco3)(C(F)(F)F)C(F)(F)F)sc2c1	11.8	14.6	5.0	9.5	1.4	0.7	-14.6	-1.8
CCCCNc1nc2c(c(=O)n(C)c(=O)n2C)n1CCC	7.8	-1.4	9.0	4.1	-5.3	-0.8	-3.4	-1.8
CC1C=CCC2C(=O)N(c3cc(Cl)ccc3O)C(=O)C12 (stereo not drawn)	-13.4	6.8	11.7	-26.4	1.4	-1.1	-2.5	1.1
COC(=O)C1C2C=CC3(CN(C(C)C)C(=O)C13)O2 (stereo not drawn)	15.2	9.1	12.2	-8.7	-1.7	-1.6	3.6	0.3
COc1ccc(CC(=O)Nn2c(-c3ccccc3)nc3ccccc3c2=O)cc1	3.5	17.3	10.7	8.3	-3.6	0.6	-10.9	2.7
CCOc1ccc(-c2c(C(=O)N/N=C/c3ccc(Cl)cc3)nnn2-c2nonc2N)cc1	5.1	9.7	2.3	19.3	-12.2	1.2	-8.6	-2.5
Cc1cccc2nc(-c3cccnc3)c(NCCC(C)C)n12	45.6*	-6.1	40.2	11.4	-4.5	1.4	23.1	0.8
CCCNC(=O)c1ccc(CNc2c(N3CCC(C(=O)OCC)CC3)c(=O)c2=O)cc1	-11.5	2.2	-2.8	11.0	-2.4	-2.5	-4.6	-2.9
S=c1[nH]nc(CCc2nc3ccccc3[nH]2)n1-c1ccccc1	7.2	-8.9	4.5	1.3	0.7	-0.2	3.2	1.0
COc1cc(/C=N/NC(=O)c2ccc(F)cc2)ccc1OC(=O)c1ccco1	1.5	21.6	8.7	-13.3	-6.3	1.8	16.7	1.3
CSc1nc(O)c(Cc2ccccc2)c(=O)[nH]1	-5.4	-25.6	8.6	4.9	-13.1	-1.0	1.4	-1.1
COc1ccc2c([N+](=O)[O-])c(Cl)[nH]c2c1	-1.5	2.3	7.7	-15.3	3.6	-1.3	14.2	6.3
O=C(CCc1ccc(S(=O)(=O)NCc2ccccc2)cc1)NCc1cccnc1	10.2	22.1	10.0	26.0	-0.3	-1.9	-8.7	-2.0
COc1ccc(-c2c(NC(=O)c3ccco3)n(-c3ccc(C)cc3)nc(C)c2=O)cc1	-12.4	-15.1	-9.2	17.9	-11.5	-2.4	-3.2	-1.4
COc1ccc(-c2c(C(=O)O)c(-c3ccccc3)cn2C)cc1	0.0	-34.7	11.3	-7.6	-7.1	1.4	0.1	0.3
Cc1occc1C(=O)NNC(=O)c1ccccc1C(=O)O	7.3	4.7	4.9	17.1	-23.5	0.8	0.9	0.2
Cc1cc(C)c2nc3nc(C)c(C)cc3c(N)c2c1	62.1*	-6.3	48.5	46.9	8.0	-1.3	80.9*	-2.4
CCCn1c(C)cc(/C=C(\C#N)C(=O)O)c1C	6.3	6.1	2.3	8.7	4.8	0.5	4.5	-0.1
CC(C)(C)c1ccc(C(=O)Nc2ccc(CN3CCS(=O)(=O)CC3)cc2)cc1	15.1	-33.8	11.5	-0.2	41.7	1.5	12.9	1.9
COc1cc(C2C(C(=O)/C=C/c3ccccc3)=C(O)C(=O)N2c2ccccn2)ccc1O (stereo not drawn)	11.7	-47.3	-32.8	6.1	-68.1	-2.1	-5.5	-4.1
Cc1ccc(C(OCC(O)CNC(C)c2ccccc2)c2ccccc2)cc1 (stereo not drawn)	62.3*	-9.3	53.9*	47.6	20.6	0.1	58.6*	0.4
COc1ccc2c(c1)SC1=NCCS(=O)(=O)N12	16.4	5.2	1.3	18.4	9.9	0.5	3.4	-1.8
O=c1cc(CN2CCOCC2)c2ccc(O)c(O)c2o1	-3.4	3.6	-9.4	10.6	13.8	0.8	-2.3	2.5
CSCCC(NC(=O)COc1ccccc1)C(=O)N1CCC(C(N)=O)CC1 (stereo not drawn)	-47.8	2.9	-109.6	-14.4	-9.0	1.2	-46.2	5.7
Cc1noc(C)c1C(=O)OCC(=O)NC(=O)NC12CC3CC(CC(C3)C1)C2	27.3	8.4	32.6	27.9	-12.0	0.3	4.0	-0.4
More records follow.
SMILES	tim10-1 inh	697 NFkB inh	tim23-1 inh	Mdm2 MdmX PPI	Jurkat NFkB inh	UPR CHOP act	TIM10 inh	XBP1 UPR activ
S=c1[nH]nc([C@@H]2C[C@H]2c2ccccc2)n1-c1ccccc1	32.4	-39.5	20.3	-7.2	7.5	3.6	4.1	-1.0
CC(OC(=O)[C@@H](NC(=O)c1ccco1)C(C)C)C(=O)Nc1ncc(Cl)cc1Cl (stereo partly drawn)	2.9	17.5	-5.3	4.6	2.7	1.0	-4.0	-0.3
COc1ccc(C=O)cc1Cn1cnc2c(cnn2C)c1=O	0.5	-2.4	-0.8	2.0	-10.6	-1.5	-15.3	-1.8
CCNC(=O)Nn1c(C)nnc1C	20.6	-6.9	14.9	4.6	-2.5	-1.4	-2.5	-3.8
CN(CC(=O)Nc1ccccc1C(F)(F)F)C(=O)Cc1ccccc1F	2.6	-1.2	14.9	4.0	-17.0	0.1	12.1	3.5
CNC(=O)CN(c1cccc2ccccc12)S(C)(=O)=O	5.9	9.6	11.0	0.0	6.9	-2.9	8.1	-3.4
Cc1ccccc1OCC(=O)Nc1ccccc1-c1ccccc1NC(=O)COc1ccccc1C	18.0	3.5	16.2	36.9	1.5	-0.4	1.2	-3.6
O=C(CCN1C(=O)C2C3C=CC(C3)C2C1=O)N1CC(=O)N(CCc2ccccc2)C(=O)C1 (stereo not drawn)	2.3	-17.0	7.1	-2.6	8.1	3.5	-6.4	-1.0
O=[N+]([O-])c1ccc2sc(SCc3nc4ccccn4c3Br)nc2c1	21.7	-30.8	-13.4	3.1	0.0	-1.7	-3.0	0.6
COc1ccc(N2CCN(C(=O)c3ccc(CNS(=O)(=O)c4cc(C)ccc4C)cc3)CC2)cc1	31.4	-68.4	34.1	28.7	7.0	-0.3	23.7	-1.2
CCCn1c(N)c(N(CCOC)C(=O)CSc2c(Cl)cccc2Cl)c(=O)[nH]c1=O	-3.8	9.2	-1.3	9.5	6.9	3.0	-1.9	1.8
CNC(=O)NC(=O)C(OC(=O)Cc1cccc(C(F)(F)F)c1)c1ccccc1 (stereo not drawn)	-9.0	-15.9	3.9	16.1	-15.8	0.6	-12.8	0.8
COc1ccc2oc(C(=O)NC(C)c3ccccn3)c(C)c2c1 (stereo not drawn)	2.1	-17.8	29.8	4.3	-20.1	1.1	8.9	-0.7
CCOC(=O)C1CCN(S(=O)(=O)c2c(C)[nH]c(C)c2C(=O)N2CCCC2)CC1	2.3	-21.2	-2.2	6.6	-24.4	-0.3	3.4	1.7
Cc1ccc(C2(COC(=O)C(C)C)CO2)c(OC(=O)C(C)C)c1 (stereo not drawn)	30.6	-6.4	25.3	44.4	-11.5	5.2	8.8	12.3
Fc1cccc(Cl)c1C1Nc2cccc3cccc(c23)N1	33.3	-61.0	34.5	32.5	11.2	-0.1	17.1	-1.4
Cc1ccc(NC(=O)C(C)OC(=O)CCC2CCCCC2)cc1 (stereo not drawn)	4.4	11.6	21.8	5.1	7.7	-1.0	3.7	-3.7
COc1ccccc1NC(=O)/C(C#N)=C/c1ccncc1	7.6	-17.0	47.6	-0.9	10.0	-0.6	17.5	-2.3
COn1c(SCc2cccc(Cl)c2)nc2ccccc2c1=O	5.3	-15.9	12.3	13.2	4.1	-0.2	19.7	2.7
Cc1ccc(SCC(=O)NCCN2C(=O)CSC2=O)c(C)c1	-1.4	8.7	14.2	-10.9	-2.6	0.4	9.1	-1.8
CC(C)CCNc1ncnc2c1cnn2Cc1ccccc1Cl	30.2	-7.2	29.2	23.1	6.4	-1.7	27.9	0.5
COc1ccc(CNC(=O)/C=C/c2cc([N+](=O)[O-])ccc2OC(F)F)cc1OC	9.3	7.5	-13.7	13.0	-2.6	-2.1	4.4	4.6
Cc1ccc(S(=O)(=O)N2CCCCC2C(=O)N2CCN(c3ccccc3F)CC2)cc1 (stereo not drawn)	17.6	21.3	20.8	8.5	10.4	-1.5	3.7	-2.6
CSc1ncccc1C(=O)NCCc1ccccc1	13.4	-7.5	1.4	-5.3	-1.5	-0.9	9.4	-2.4
O=[N+]([O-])c1ccccc1S(=O)(=O)NCc1ccc(F)cc1	30.5	4.1	19.5	-5.5	-7.2	-0.1	8.0	-1.7

Whole records from above. Order of values: tim10-1 inh | 697 NFkB inh | tim23-1 inh | Mdm2 MdmX PPI | Jurkat NFkB inh | UPR CHOP act | TIM10 inh | XBP1 UPR activ
`CN(CC(=O)Nc1ccccc1C(F)(F)F)C(=O)Cc1ccccc1F` in the list: 2.6 | -1.2 | 14.9 | 4.0 | -17.0 | 0.1 | 12.1 | 3.5
`CCOC(=O)C1CCN(S(=O)(=O)c2c(C)[nH]c(C)c2C(=O)N2CCCC2)CC1` in the list: 2.3 | -21.2 | -2.2 | 6.6 | -24.4 | -0.3 | 3.4 | 1.7
`COc1ccc(CNC(=O)/C=C/c2cc([N+](=O)[O-])ccc2OC(F)F)cc1OC` in the list: 9.3 | 7.5 | -13.7 | 13.0 | -2.6 | -2.1 | 4.4 | 4.6
`COn1c(SCc2cccc(Cl)c2)nc2ccccc2c1=O` in the list: 5.3 | -15.9 | 12.3 | 13.2 | 4.1 | -0.2 | 19.7 | 2.7
`CSc1ncccc1C(=O)NCCc1ccccc1` in the list: 13.4 | -7.5 | 1.4 | -5.3 | -1.5 | -0.9 | 9.4 | -2.4

More results
SMILES	tim10-1 inh	697 NFkB inh	tim23-1 inh	Mdm2 MdmX PPI	Jurkat NFkB inh	UPR CHOP act	TIM10 inh	XBP1 UPR activ
CC1CCCC(C)N1C(=O)COC(=O)CNC(=O)c1ccc(Cl)cc1Cl (stereo not drawn)	2.9	18.5	-13.0	7.6	16.6	-0.4	-0.5	-0.8
CCOC(=O)C(C)Oc1ccc2c(C)cc(=O)oc2c1C(C)=O (stereo not drawn)	11.6	2.4	6.9	13.2	6.7	-0.3	-12.3	2.3
O=C(c1cccc(C(=O)N2CCC(O)(c3ccccc3)CC2)c1)N1CCC(O)(c2ccccc2)CC1	-6.7	9.0	9.8	19.7	9.5	0.7	-1.0	-2.5
Cc1ccc(/C([O-])=C(/C(=S)NCc2ccc3c(c2)OCO3)[n+]2ccc(N(C)C)cc2)c(C)c1	4.8	-11.3	3.3	8.9	7.9	-0.3	7.7	0.8
CCOc1ccccc1N1CCN(Cc2ccc(Br)s2)CC1	20.8	13.1	20.5	-0.3	6.2	0.2	11.9	4.5
Cc1cc(C)n(CCCN2C(=O)c3cccc4cccc(c34)C2=O)n1	28.6	-16.4	34.4	-0.3	-9.4	-0.5	30.9	2.9
COc1ccc(S(=O)(=O)N2Cc3ccccc3CC2C(=O)N2CCOCC2)cc1OC (stereo not drawn)	14.6	3.0	7.6	3.4	7.5	-0.8	5.2	-3.3
Cn1c(NC(=O)CC(C)(C)C)cc(=O)n(C)c1=O	-4.1	8.1	3.3	-31.6	5.9	2.4	7.4	0.8
COc1ccc(S(=O)(=O)N2CCOCC2)cc1NC(=O)CSc1nnc2n1CCCCC2	-15.3	4.0	-13.6	-9.0	5.5	0.7	-7.8	-1.2
COC(=O)c1cccc(C23CC4(C2)[C@H](CN(Cc2cccnc2)[C@@H]4c2ccccc2)C3c2ccccc2)c1 (stereo partly drawn)	14.1	16.1	22.8	0.6	12.1	0.5	26.2	-0.8
O=C(NC(=S)N1CCN(Cc2ccccc2)CC1)c1cccnc1	22.5	-5.5	-1.4	-20.5	8.6	1.2	10.3	-2.6
O=C(Cc1ccc([N+](=O)[O-])cc1)NCc1cccnc1	-6.1	9.1	1.2	16.0	12.1	0.7	-6.0	-2.2
